RORg inh – ROR gamma (mouse) transcription inhibition. Drosophila S2 Gal4-RORgamma UAS-luciferase reporter, 20 h. Potency, µM (titrated, usually from 53.6 µM), without a hit: top-dose activity change, negative = inhibition, usual class: inhibitors. 5.4% of 310,000 active; also: potency is read from the fitted curve at half-maximal effect; % is scaled to controls: 0 for no effect and ±100 for the full control effect; nearly all actives have a fitted effect of over 60% in size
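Stable Schneider cell line, Gal4 DNA-binding domain fused to ROR gamma, UAS-luciferase. Cmpd 1 hr RT → CuSO4 700 uM final → 20 hr RT → luciferase reagent 10 min → luminescence.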
Menin MLL FP TR – menin-MLL binding inhibition, Texas Red mutant peptide; O00255; Menin + Texas Red MLL mutant peptide, fluorescence polarization; Potency, µM (series often up to 61.6 µM), without a hit: top-dose FP activity change, negative = inhibition, usual class: inhibitors; 0.23% of 270,000 active; active = well fitted inhibition curve with a large enough effect in the polarisation, with a control signal flat, not every such curve was filed as active; inconclusive = small, poorly fitted or top-dose-only effect, or effect the other way, or a change in a side signal; inactive = no such curve, though single readings can be large or run the other way; the % refers to the polarisation; also: potency is read from the fitted curve at half-maximal effect; % of control where 0% means no effect; many of its hits are not listed in these tables
NPC1 prom act – NPC1 promoter activation; Huh7 NPC1 promoter luciferase reporter, 24 h; Potency, µM (top dose mostly 9.22 µM), for the others: top-dose activation, most hits filed as activators; 2.4% of 320,000 active;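 also: potency is read from the fitted curve at half-maximal effect; % of control where 0% means no effect; nearly all actives have a fitted effect of over 60% in size; reporter is driven by a mutant NPC1 promoter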
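Quantitative HTS used a cell-based reporter: Huh7 cells stably bearing the NPC1 promoter upstream of luciferase were treated with compounds for 24 h, and promoter activation was read as luminescence.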
Mito fusion act – blocks mitochondrial division or promotes mitochondrial fusion. Potency, µM (titrated, usually from 46.1 µM), without a hit: top-dose growth rescue (activation), most hits filed as activators. 0.23% of 320,000 active. S. cerevisiae fusion-defective mutant growth rescue, CellTiterGlo 48 h;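 also: potency is read from the fitted curve at half-maximal effect; % of control where 0% means no effect; nearly all actives have a fitted effect of over 45% in size; temperature-sensitive fusion mutants such as fzo1-1 at 37 °C on non-fermentable ethanol glycerol medium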
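Read-out: ATP-based luminescence (CellTiterGlo, 10 min ambient) reporting growth of fusion-defective ts yeast after 48 hours at 37C on glycerol/ethanol YPEG medium in the presence of compound.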
KCNH2 3.1 inh – blocks the human KCNH2 3.1 channel isoform | U2OS KCNH2 3.1, thallium flux FluxOr; active compounds read low | activity change, % (tested at about 1.8 µM) | 0.95% of 340,000 active | AID 720553;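 active = maximum activity change below -70%; inconclusive = maximum activity change from -70% to -50%; inactive = maximum activity change above -50%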;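 also: thallium influx rate constant from kinetic fluorescence after stimulation buffer; % is scaled to controls: 0 for no effect and ±100 for the full control effect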
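Steps: virus added to U2OS suspension (4 h, RT, dark); medium with 10% FBS added, cells plated, 37 C overnight; FluxOr/Red40 loading buffer 45 min RT; stimulation buffer, 2 min kinetic read; rate constant normalized.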
MBNL1 CUG block – blocks human MBNL1 binding to CUG repeat RNA. Potency, µM (top dose mostly 57.5 µM), for the others: at the top dose activity change, negative = inhibition, usual class: inhibitors. 0.036% of 280,000 active. TR-FRET MBNL1-His/biotin-(CUG)12 binding, 665/545 ratio; active = well fitted inhibition curve with a large enough effect in the signal ratio, with a control signal flat, not every such curve was filed as active; inconclusive = small, poorly fitted or top-dose-only effect, or effect the other way, or a change in a side signal; inactive = no such curve, though single readings can be large or run the other way; the % refers to the signal ratio; also: potency is read from the fitted curve at half-maximal effect; % is scaled to controls: 0 for no effect and ±100 for the full control effect
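Compound titration spanned 92 nM–58 uM against the MBNL1-His/biotin-(CUG)12 complex. After 60 min at room temperature with 5 nM streptavidin-XL665 and 0.055 ng/ul terbium anti-His, ratiometric 665/545 nm emission (Ex 340 nm) normalized to controls.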
VP16 counter – Gal4-VP16 reporter inhibition counter-screen | Potency, µM (doses to about 53.6 µM), without a hit: top-dose activity, negative = inhibition, hits mostly inhibitors | Drosophila S2 Gal4-VP16 UAS-luciferase, luminescence, 20 h | AID 2546 | 3.5% of 310,000 active;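 also: Gal4-VP16 expression switched on by copper sulfate through the metallothionein promoter; potency is read from the fitted curve at half-maximal effect; % is scaled to controls: 0 for no effect and ±100 for the full control effect; nearly all actives have a fitted effect of over 50% in size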
FLuc modulator – counter-screen for miR-21 project: firefly luciferase inhibitors or activators | purified FLuc, Km substrates, luminescence inhibition | P08659 | Potency, µM (highest dose often 57.5 µM), for the others: at the top dose activity change, negative = inhibition, hits mostly inhibitors | AID 588342 | 6.9% of 360,000 active;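 also: potency is read from the fitted curve at half-maximal effect; plate controls were vehicle for no effect and reference inhibitor for full effect; nearly all actives have a fitted effect of over 55% in size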
Target sequence (P08659 whole entry, looked up): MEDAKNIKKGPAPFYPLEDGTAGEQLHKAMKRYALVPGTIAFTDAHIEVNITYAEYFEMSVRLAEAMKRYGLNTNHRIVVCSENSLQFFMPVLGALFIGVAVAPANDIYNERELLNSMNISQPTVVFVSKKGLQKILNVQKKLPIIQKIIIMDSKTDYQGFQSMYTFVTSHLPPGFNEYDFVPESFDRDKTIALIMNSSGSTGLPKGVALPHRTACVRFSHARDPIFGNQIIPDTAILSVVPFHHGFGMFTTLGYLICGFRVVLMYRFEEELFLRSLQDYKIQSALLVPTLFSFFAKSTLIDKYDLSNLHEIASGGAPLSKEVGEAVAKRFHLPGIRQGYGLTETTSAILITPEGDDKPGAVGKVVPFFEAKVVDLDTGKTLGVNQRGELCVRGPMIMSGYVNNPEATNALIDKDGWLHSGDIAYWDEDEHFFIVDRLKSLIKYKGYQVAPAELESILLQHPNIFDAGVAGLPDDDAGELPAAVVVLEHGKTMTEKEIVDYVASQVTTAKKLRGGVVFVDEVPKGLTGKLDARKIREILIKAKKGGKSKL
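Purified P. pyralis luciferase, 10 nM final, with Km-level 10 uM D-luciferin and 10 uM ATP in 50 mM Tris acetate pH 7.5, 10 mM Mg acetate, 0.01% Tween-20, 0.05% BSA; 6-point qHTS titration about 60 µM downward; luminescence read.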
ELG1 DNA repair – blocks ELG1-dependent DNA repair in HEK293T cells; 2.3% of 330,000 active; HEK293T ELG1-luciferase reporter, luminescence, 16 h; DNA damage induced by 5-fluorouridine; Potency, µM (doses to about 46.1 µM), inactives show top-dose activity change, negative = inhibition, hits mostly inhibitors; also: potency is read from the fitted curve at half-maximal effect; % is scaled to controls: 0 for no effect and ±100 for the full control effect; nearly all actives have a fitted effect of over 55% in size
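Luminescence from the luciferase reporter, measured 30 min after ONE-Glo reagent at room temperature, was the read-out. Beforehand, 2,000 cells per well were exposed for 16 hr at 37 °C to 5-fluorouridine together with compound or vehicle.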
PKM2 act – PKM2 (human) enzyme activation | purified PKM2, Kinase-Glo ATP luminescence, activation; response scale: 0% is enzyme alone, no compound | Potency, µM (titrated, usually from 57.5 µM), for the others: top-dose activation, hits mostly activators | 0.34% of 260,000 active | AID 1631; also: potency is read from the fitted curve at half-maximal effect; % is scaled to controls: 0 for no effect and ±100 for the full control effect; nearly all actives have a fitted effect of over 55% in size
Target sequence (P14618 whole entry, looked up): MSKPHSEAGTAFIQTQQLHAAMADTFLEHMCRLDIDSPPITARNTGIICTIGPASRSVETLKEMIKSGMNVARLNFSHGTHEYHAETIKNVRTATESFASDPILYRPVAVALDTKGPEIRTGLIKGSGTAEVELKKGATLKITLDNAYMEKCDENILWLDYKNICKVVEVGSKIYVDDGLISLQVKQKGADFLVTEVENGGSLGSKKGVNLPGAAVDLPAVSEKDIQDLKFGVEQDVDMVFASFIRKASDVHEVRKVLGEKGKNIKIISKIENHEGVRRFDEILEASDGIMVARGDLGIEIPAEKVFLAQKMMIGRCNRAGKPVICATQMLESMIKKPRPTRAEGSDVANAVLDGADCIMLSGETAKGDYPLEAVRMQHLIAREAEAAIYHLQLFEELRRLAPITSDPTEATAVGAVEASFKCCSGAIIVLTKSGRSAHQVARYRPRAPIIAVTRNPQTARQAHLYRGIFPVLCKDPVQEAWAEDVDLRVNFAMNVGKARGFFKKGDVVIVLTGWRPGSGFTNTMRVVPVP
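Purified hPK-M2 (>95% pure) converted ADP (0.1 mM final) to ATP with 0.5 mM PEP in 50 mM imidazole pH7.2, KCl, MgCl2, Tween 20, BSA; 1 h at room temperature. ATP detected by Kinase-Glo luminescence.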
Rab9 promoter act – activates the Rab9 promoter. Huh7 Rab9 promoter-luciferase reporter, luminescence, 24 h. AID 485297. Potency, µM (series often up to 9.22 µM), for the others: at the highest dose activation, negative = inhibition, hits mostly activators. 2.8% of 320,000 active; also: potency is read from the fitted curve at half-maximal effect; % of control where 0% means no effect; nearly all actives have a fitted effect of over 60% in size
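Using Huh7 cells stably transfected with Rab9 promoter–luciferase, compounds were incubated 24 h at 37 °C, 5% CO2; luciferase luminescence was read 10 min after reagent addition.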
The depositor's hits bear a star; ? = inconclusive; . = not tested or not shown; & = joins results of further samples; [ ] = dose if it differs, or a comment. Unless noted, calls follow the shape of the dose curve; as a rule, active = well fitted curve in the direction sought with a large enough effect; inconclusive = small, poorly fitted or top-dose-only effect, or another doubt; inactive = no such curve, though single readings can be large; an effect the other way counts as inactive or inconclusive. Only part of the results is shown. The share of hits here may be higher or lower than overall.

SMILES | RORg inh | Menin MLL FP TR | NPC1 prom act | Mito fusion act | KCNH2 3.1 inh | MBNL1 CUG block | VP16 counter | FLuc modulator | ELG1 DNA repair | PKM2 act | Rab9 promoter act
COc1ccc(Cl)cc1S(=O)(=O)n1nnc2ccccc21 | 5% | 9% | 2% | -1% | -4 | 7% | 1% | 3% | -1% | -2% | 1%
O=C(c1ccco1)N(Cc1nc2ccccc2c(=O)[nH]1)C1CCCC1 | 1.6µM* | -7% | 0% | 3% | 0 | -1% | 8.9µM* | 2%[2.3 µM] | -2% | -1% | -1%
Cc1c(Cl)c(-c2n[nH]c(=S)n2-c2ccccc2)nn1C | -45% | 5% | -1% | 4% | 5 | 20% | ? | 0% | 18% | -17% | 0%
O=c1c2ccccc2nc2n1CCC2 | 6% | -8% | 0% | 1% | 25 | ? | -1% | ? | 19% | -15% | 2%
Nc1ccc(-c2nc3ncccc3o2)c(O)c1 | ? | 15% | 2.8µM* | 23% | 0 | 12% | 2% | 12µM* | ? | . | 4µM*
Cc1ccccc1CN(c1ccc(C(N)=O)cc1)S(C)(=O)=O | 2% | 2% | 1% | -3% | -8 | 11% | 0% | 7% | -7% | 1% | -6%
Cc1nc(-c2cccc(S(=O)(=O)N3CCOCC3)c2)cs1 | -28% | 14% | 1% | -5% | 1 | 30% | -6% | -2% | -2% | 0% | -2%
Cc1ccc(-c2nnc(-c3cccc(Br)c3)o2)cc1 | ? | ? | ? | 4% | -6 | 4% | -10% | 4.8µM* | ? | 0% | ?
COc1ccc(-c2c3c(cc(C)[n+]2[O-])oc2ccc(OC)cc23)cc1 | 17% | -8% | -2% | 12% | -5 | -1% | 4% | 2% | ? | 8% | -4%
Cc1nc2c(C(=O)NCc3ccco3)cnn2c(C)c1Cc1ccc(F)cc1Cl | ? | ? | 2% | -1% | -30 | 13% | -11% | 4% | -9% | -1% | -2%
O=C(CCS(=O)(=O)c1ccc(Cl)cc1)NCCc1c[nH]c2ccccc12 | 1% | 23% | 7% | -3% | -4 | -6% | 8% | 3% | 0% | 0% | 0%
O=C(NNc1cccc(Cl)n1)C(F)(F)F | -27% | 0% | 4% | 2% | 2 | 0% | 7% | -20% | 7% | -5% | -1%
C=CCn1c(C)cc(C(=O)CN2C(=O)c3ccccc3S2(=O)=O)c1C | . | . | -32%[inhibitor] | 6% | 2 | . | . | 1.5µM* | ? | . | -35%[inhibitor]
CCCN(CCC)CCCNC(=O)CNC(=O)c1nn(-c2ccc(OC)cc2)c(=O)c2ccccc12 | 0% | 5% | -1% | 2% | 3 | 20% | 7% | -2% | 0% | -3% | -2%
CC(C)c1ccc(NC(=O)C2C3C=CC4(O3)C2C(=O)N(CCCN2CCCCC2)C4C(=O)NC2CCCCC2)cc1 (stereo not given) | 17% | ? | -3% | 1% | -1 | -4% | -7% | 2% | ? | -7% | 0%
CCOC(=O)C1CCN(C(=O)c2cc(S(=O)(=O)N3CCOCC3)ccc2C)CC1 | . | . | -1% | -1% | -5 | . | . | -1% | 10% | . | 1%
CC/S(CC1CC1(Cl)Cl)=N\S(=O)(=O)c1ccc(C)cc1 (stereo not given) | 13% | -8% | -1% | -2% | 6 | 0% | 4% | 2% | 0% | -3% | 0%
O=c1c2sccc2n(Cc2cccc(F)c2)c(=O)n1-c1ccc(F)cc1 | 36% | 14% | 1% | 13% | -3 | -6% | -5% | 4% | 4% | 7% | -1%
O=C(NC(=S)Nc1ccc(Br)cn1)c1cncc(Br)c1 | 0.5µM* | -12% | 6% | -4% | 0 | -3% | -4% | -5% | 9% | -3% | -3%
COc1cnn(-c2ccc(Br)cc2)c(=O)c1SCc1ccccc1 | ? | 14% | 23% | ? | -10 | ? | ? | ? | ? | 1% | ?
O=C1CC[C@@H](O)CCN1CC[C@H](Sc1ccc(Br)cc1)c1ccccc1 | . | . | -2% | 4% | -7 | . | . | -10% | 9% | . | 0%
O=C(NCCCN1CCN(CCCNC(=O)c2ccc3c(c2)OCO3)CC1)c1ccc2c(c1)OCO2 | -39% | -10% | -2% | 2% | -42 | 5% | -6% | 0% | ? | -3% | 2%
CCOC(=O)c1cnn2c(C)cc(-c3ccc(F)cc3)nc12 | 13% | -17% | 2.8µM* | -1% | -15 | 9% | 2% | 12µM* | ? | 0% | 3.5µM*
O/N=C(\c1ccc2c(c1)OCCO2)C1CCCCC1 | 23% | -2% | -2% | -1% | -24 | -8% | 12% | 1% | -2% | -6% | -3%
O=C(NNC(=S)NCc1ccco1)c1ccc(Cl)s1 | 1.8µM* | 6% | -5% | -6% | -4 | 3% | -12% | 5% | -10% | 1% | -3%
COc1ccc(NC(=O)COc2ccc(-c3nn(C)c(=O)c4ccccc34)cc2)cc1 | ? | 0% | -8% | -2% | -15 | 4% | -7% | -2%&-2% | 4% | 1% | -5%
COc1c(Cl)ccc(Cl)c1C(=O)NCc1ccco1 | -20% | -4% | -5% | 5% | -13 | -3% | -24% | 2% | 0% | . | 1%
COC(=O)c1cc(C)sc1NC(=O)CSc1ncccn1 | -12% | . | -3% | -1% | -38 | -4% | 3% | 4% | -2% | 0% | 2%
Cc1nn(Cc2ccc(C(=O)Nc3nccs3)cc2)c(C)c1Cl | 13µM* | 35%[activator] | 3% | 1% | 8 | -5% | ? | -10% | ? | 3% | -5%
CCCCc1c(C)nc(N)[nH]c1=O | -17% | 3% | -2% | 3% | 3 | -9% | -8% | 0% | 0% | -3% | 3%
O=C(NCCCCc1ccccc1)c1cc([N+](=O)[O-])cc([N+](=O)[O-])c1 | -9% | 11% | -1% | -12% | -12 | ? | -4% | 1% | ? | ? | 0%
CC(C)(C)NC(=O)C1CC(=O)N(CCc2ccc(F)cc2)C1 (stereo not given) | -42% | -9% | 0% | 1% | 28 | 0% | 6% | 2% | -5% | 2% | -2%
Cc1cc(C)c2c(NC(N)=S)n[nH]c2n1 | -34% | 0% | -6% | 0% | 11 | -18% | 0% | -1% | -3% | 27% | 2%
COc1cccc2cc(C(=O)N3CCCCC3C)c(=O)oc12 (stereo not given) | 22% | 1% | -5% | -1% | 2 | 5% | -19% | 0% | 0% | -3% | -2%
Cn1c(CN2CCCCC2)nc2cc(NC(=O)c3cccs3)ccc21 | -12% | -11% | 4% | -5% | 2 | -21% | -3% | ? | 0% | 1% | -3%
Cc1cccn2c(=O)c3cc(C(=O)NCC4CCCO4)c(=N)n(C4CCCCC4)c3nc12 (stereo not given) | -7% | -20% | -6% | 10% | 22 | ? | 4% | -1% | -14% | 3% | 1%
O=C(Nc1cccc(Cl)c1)Nc1nnc(CSCCOc2ccc(Cl)cc2)s1 | ? | ? | -20% | -6% | -36 | 3% | ? | 2% | ? | 1% | -33%[inhibitor]
CC(C)n1c(SCC(=O)NCc2ccco2)nc2c1c(=O)n(C)c(=O)n2C | -21% | -5% | 2% | 1% | 11 | -3% | -2% | 0% | 1% | 0% | -4%
CC(C)C(=O)Nc1nnc(SCC(=O)Nc2ccc3c(c2)OCO3)s1 | 14% | -26% | -5% | -1% | -17 | -16% | -20% | 4% | ? | 10% | -1%
N#CCCN(Cc1ccccc1)C(=O)Nc1ccc(F)cc1 | 7% | . | 0% | 1% | -8 | . | -10% | -1% | 1% | 2% | -3%
C/C(=N\OC(=O)c1cccc(C)c1)c1sc(-c2ccccc2)nc1C | 8% | . | 4µM* | -3% | 6 | -7% | -27% | -7% | ? | 1% | 2.8µM*
COCCNC(=S)N(CCc1c(C)[nH]c2ccc(F)cc12)Cc1cccnc1 | -38% | -13% | 3% | ? | -7 | -17% | 3% | 1% | -28% | . | 0%
Cc1nc(SCC(=O)N2CCN(c3ccccc3)CC2)n[nH]1 | 5% | -5% | -4% | -4% | 7 | -2% | -6% | -1% | 0% | . | 0%
Cc1noc(C)c1C(=O)OCC(=O)NCCC1=CCCCC1 | 14% | -17% | -3% | -2% | 11 | -3% | 4% | 6% | 3% | -2% | -3%
O=C(CSc1nnc(COc2cccc3cccnc23)o1)N1CCc2ccccc21 | 27% | -8% | -44%[inhibitor] | 0% | -13 | 0% | -9% | 2% | ? | 1% | -33%[inhibitor]
O=C(C(=O)N1CCN(c2ccccc2)CC1)c1c[nH]c2ccccc12 | 25% | 1% | -1% | 3% | -4 | 21% | 5% | -7% | 9% | -1% | -3%
